M5 ag – CHRM5 agonism in calcium assay. P08912. CHO-K1 hM5 cells, Fluo-8 calcium fluorescence; 0% DMSO wells, 100% maximal acetylcholine response. activation, % at 3 µM. 360,000 compounds, 0.19% hits;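 active = activation above the run's mean over test compounds plus 3 SD, cut at about 23% in these data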;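 note: signal is peak over basal fluorescence ratio across the kinetic read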
Target sequence (P08912 whole entry, looked up): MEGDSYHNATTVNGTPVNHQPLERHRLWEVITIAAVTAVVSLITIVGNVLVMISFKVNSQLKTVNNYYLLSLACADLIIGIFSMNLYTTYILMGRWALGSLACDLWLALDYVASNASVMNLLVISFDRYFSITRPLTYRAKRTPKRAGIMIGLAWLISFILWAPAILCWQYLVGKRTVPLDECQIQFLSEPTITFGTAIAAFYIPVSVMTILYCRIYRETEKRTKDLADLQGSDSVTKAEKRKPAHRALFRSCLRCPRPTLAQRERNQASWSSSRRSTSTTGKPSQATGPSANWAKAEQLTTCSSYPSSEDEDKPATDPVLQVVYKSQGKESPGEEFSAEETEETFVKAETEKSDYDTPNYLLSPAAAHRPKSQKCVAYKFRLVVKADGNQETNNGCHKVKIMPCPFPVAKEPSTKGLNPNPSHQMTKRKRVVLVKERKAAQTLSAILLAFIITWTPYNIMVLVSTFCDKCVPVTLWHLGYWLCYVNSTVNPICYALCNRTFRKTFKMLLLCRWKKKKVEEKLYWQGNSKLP
IDE cell inh – inhibits human insulin-degrading enzyme in HEK cells; 320,000 compounds, 0.41% hits; FAbetaB cleavage, fluorescence polarization; AID 434962; inhibition, % at 5.59 µM;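 active = percent inhibition above the average of all tested compounds plus 3 SD, set per screening campaign, cut at about 16% in these data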;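 note: IDE supplied by intact live HEK cells; FP after avidin binding of uncleaved biotin substrate so inhibition keeps polarization high; 0% = DMSO wells and 100% = 60 µM reference IDE inhibitor Ii1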
CRFR2-BP antag – CRF-BP/CRF-R2 complex antagonism; HEK293 CRF-R2/CRF-BP, CRF-induced calcium fluorescence; inhibition, % at 11.8 µM; 350,000 compounds, 0.59% hits;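 active = inhibition of the ligand-induced calcium signal above about 50% at the single tested concentration, limit read from the data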
CRFBP-R2 agonist – agonists of human CRF-binding protein/CRF-R2 receptor complex. 350,000 compounds, 0.46% hits. HEK293 CRF-R2/CRF-BP, calcium dye fluorescence (FLIPR); percent of saturating CRF peptide response. activation, % at 13.2 µM. AID 588473;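 active = activation of at least 50%, plus an integration ratio under a set limit after plate pattern correction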;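 note: plate controls were neutral control wells without compound for no effect and CRF at EC100 for full effect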
CHRM4 antagonist – antagonists of human muscarinic M4 receptor (CHRM4); P08173; CHO-hM4 cells, ACh EC80, Fluo-8 calcium fluorescence; inhibition, % at 3 µM; 360,000 compounds, 0.73% hits; AID 624125;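 active = inhibition above its plate's cutoff, the mean inhibition of sample wells plus 3 SD, cut at about 27% in these data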;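 note: 0% = acetylcholine EC80 with DMSO and 100% = DMSO without agonist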
Target sequence (P08173 whole entry, looked up): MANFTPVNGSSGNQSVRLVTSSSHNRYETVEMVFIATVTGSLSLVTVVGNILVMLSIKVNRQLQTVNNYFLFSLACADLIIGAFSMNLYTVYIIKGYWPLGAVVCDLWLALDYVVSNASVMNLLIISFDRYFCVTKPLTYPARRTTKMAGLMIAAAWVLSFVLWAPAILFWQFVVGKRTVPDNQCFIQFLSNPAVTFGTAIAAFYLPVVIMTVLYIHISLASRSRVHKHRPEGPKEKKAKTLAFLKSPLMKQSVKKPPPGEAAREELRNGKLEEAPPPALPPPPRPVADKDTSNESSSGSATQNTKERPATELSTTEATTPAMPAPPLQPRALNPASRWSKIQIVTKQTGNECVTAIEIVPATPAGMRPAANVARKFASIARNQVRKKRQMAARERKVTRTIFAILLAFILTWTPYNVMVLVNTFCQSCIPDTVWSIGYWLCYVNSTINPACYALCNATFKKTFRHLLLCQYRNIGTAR
M4 PAM – potentiates acetylcholine response at human M4 receptor; P08173; CHO-K1 hM4/Gqi5, Fluo-8 calcium fluorescence, ACh EC20; 0% = ACh EC20, 100% = maximal ACh; activation, % at 3 µM; 360,000 compounds, 0.4% hits;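 active = activation above its plate's cutoff, the mean activation of sample wells plus 3 SD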; note: some results filed as inactive read as strong as hits
M5 antag – CHRM5 antagonism in calcium assay. P08912. CHO-hM5 cells, Fluo-8 calcium fluorescence, ACh EC80. inhibition, % at 3 µM. 360,000 compounds, 0.59% hits. AID 624040;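 active = inhibition above a per-plate cutoff, the mean of that plate's test compounds plus 3 SD, cut at about 27% in these data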;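 note: 0% = acetylcholine EC80 with DMSO and 100% = DMSO without agonist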
CHRM5 PAM – CHRM5 positive allosteric modulation; activation, % at 3 µM; P08912; AID 624038; CHO-K1 hM5, Fluo-8 calcium, ACh EC20 PAM; 0% = ACh EC20, 100% = ACh EC100; 360,000 compounds, 0.3% hits;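 active = activation above the run cutoff, the mean activation of all test compounds plus 3 SD, cut at about 18% in these data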
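System – CHO-K1 hM5 cells · Compound – 3 µM, single dose · Incubation – compound preincubation 140 s before EC20 acetylcholine addition · Technique – Fluo-8 calcium fluorescence · Measure – Max/basal fluorescence ratio as % of EC20–EC100 ACh window · Benchmarks – low control EC20 acetylcholine (0%), high control EC100 acetylcholine (100%) · Replication – singlicate, one well per test compound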
CHRM4 agonist – CHRM4 agonism in calcium assay | 360,000 compounds, 0.14% hits | AID 624127 | activation, % at 3 µM | CHO-K1 hM4/Gqi5, Fluo-8 calcium fluorescence; vehicle 0%, full acetylcholine response 100% | P08173;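 active = activation above the run mean over all test wells plus 3 SD, cut at about 32% in these data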;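 note: peak over basal fluorescence ratio per well then scaled between controls; 0% = DMSO wells and 100% = acetylcholine at EC100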
Starred values were filed as active, the others as inactive; · = no result given. Rows are unselected. Share with any hit: about 2.9%.

SMILES	M5 ag	IDE cell inh	CRFR2-BP antag	CRFBP-R2 agonist	CHRM4 antagonist	M4 PAM	M5 antag	CHRM5 PAM	CHRM4 agonist
C[C@H](CO)N1C[C@H](C)[C@H](CN(C)S(=O)(=O)c2ccc(Oc3ccccc3)nc2)OCc2cnnn2CCCC1=O	0	·	-9	0.4	-2	-2	1	0	1
O=C(C1=NN[C@@H]2C(=O)N(c3cccc(F)c3)C(=O)[C@H]12)C(c1ccccc1)c1ccccc1	-4	7	7	-2.8	-3	-1	13	-3	1
O=C(Nc1ccccc1N1CCOCC1)c1cccnc1Cl	-2	-3	1	1.3	-2	6	6	0	2
O=C(CN1CCOCC1)Nc1ccc(F)cc1	0	-1	9	2.7	7	0	-3	4	1
COc1ccc(N(CC(=O)NCc2ccc(Cl)cc2)S(=O)(=O)c2c(C)noc2C)cc1	-3	7	-14	0.3	-9	0	10	-3	0
O=S(=O)(c1cccs1)N1CCN(c2ccccn2)CC1	-6	5	-7	3.4	4	16	4	4	6
CCc1nn(C(C)C(=O)N2CCN(Cc3ccccc3)CC2)c(=O)c2cc3occc3n12 (configuration not stated)	-3	4	0	-1.7	-6	5	4	-4	1
CCCN(CCC)c1nc(N)c(C#N)c(CC#N)c1C#N	-2	2	-6	1.7	1	5	4	-6	2
CCc1ccc(NC(=O)C2CC=CCC2C(=O)O)cc1 (configuration not stated)	-2	7	-5	-1.9	-1	-1	-4	4	0
Cc1cc([N+](=O)[O-])nn1CCCC(=O)Nc1sc2c(c1C(N)=O)CCC(C)C2 (configuration not stated)	0	0	18	0.3	-4	-1	4	-1	1
C=CC[C@H](CC(=O)N(CCO)Cc1ccccc1)C(=O)N[C@@H](C)COC(=O)[C@H](CC=C)CC(=O)OC(C)(C)C	8	1	0	0.5	-14	-4	9	-26	23
Cc1ccc(C)c(NC(=O)C(Sc2cccc[n+]2[O-])c2ccccc2)c1 (configuration not stated)	8	0	-35	-3.2	-7	-5	2	-2	3
CCOC(=O)c1sc(-c2ccccc2)cc1NC(=O)c1ccc(S(=O)(=O)N(CCOC)CCOC)cc1	2	8	2	-1.3	0	-10	16	-14	10
COc1cccc(N(CC(=O)Nc2ccccc2C)S(C)(=O)=O)c1	2	-2	10	-1.2	-3	7	1	-8	1
COc1ccccc1NC(=O)c1cnc(Nc2ccccc2OC)c2ccccc12	-2	8	-2	1.2	0	-11	2	-3	-2
CC(O)[C@H](NC(=O)C1CCN(C(=O)[C@H](Cc2ccccc2)NC(=O)OC(C)(C)C)CC1)C(=O)O (some centres not stated)	-4	·	11	-0.5	-9	9	-4	2	2
O=C(COC(=O)c1ccccc1)Nc1cc(S(=O)(=O)N2CCCCCC2)ccc1Cl	0	1	2	0.4	-1	-4	-1	0	1
CCn1cc(C(=O)NC(C)CCc2ccccc2)c(=O)c2cc(S(=O)(=O)N(C)C)ccc21 (configuration not stated)	-3	1	20	0.7	-10	-2	3	-5	6
CCn1c(=O)cc(SCC(=O)N2CCN(C)CC2)c2ccccc21	0	8	-1	1.5	10	1	-5	2	0
CCN(c1ccccc1)S(=O)(=O)c1cc(C(=O)Oc2ccc3c(C)cc(=O)oc3c2)ccc1C	-3	5	21	0.2	11	7	5	-2	0
COC(=O)c1ccc(NC(=O)C2CCCO2)cc1 (configuration not stated)	-7	4	12	-0.1	3	-3	6	-4	1
Cc1cc(C)c(NC(=O)COC(=O)Cn2nc(-c3ccccc3)oc2=O)c(C)c1	0	-1	14	0.3	2	2	10	0	1
O=C(CCS(=O)(=O)c1ccc(Br)cc1)NCCC1=CCCCC1	-4	6	-11	0.5	-13	6	12	-3	-1
CC(C)CC(NS(=O)(=O)c1cc(C(=O)O)ccc1Cl)C(=O)O (configuration not stated)	-3	-2	-5	0.3	2	4	8	0	1
COc1ccc(N2C(=O)C(CN3CCCCC3)C2c2ccccc2)cc1 (configuration not stated)	-14	-2	-21	0.1	-3	2	6	-2	2
Later entries
SMILES	M5 ag	IDE cell inh	CRFR2-BP antag	CRFBP-R2 agonist	CHRM4 antagonist	M4 PAM	M5 antag	CHRM5 PAM	CHRM4 agonist
Cn1cccc1Cc1nnc(SCC(=O)Nc2nc3ccccc3s2)n1CCc1ccccc1	1	10	3	9.1	9	-3	9	-2	1
Cc1[nH]c2ccccc2c1/C=C(\C#N)C(=O)NC1CC1	-3	8	3	0.3	-9	-1	10	-1	3
Cc1ccccc1NC(=O)C1C2CCCC1C2c1ccccc1 (configuration not stated)	-6	-2	31	-2.3	4	-1	0	-2	0
COc1ccc(C(=O)NCC(=O)NCC(c2ccco2)N(C)C)cc1OC (configuration not stated)	-2	7	0	6.7	-5	0	-3	0	1
Cc1ccc(S(=O)(=O)N(C)C[C@@H]2Oc3ncc(Br)cc3C(=O)N([C@H](C)CO)C[C@H]2C)cc1	-1	·	7	-1.0	-11	4	-6	-5	1
O=S(=O)(/C=C/c1cccc(Br)c1)N1CCOCC1	-3	-1	-10	0.4	7	-2	-5	4	1
CCC(=O)c1ccc(OCC(=O)Nc2ccc3c(c2)OCCO3)cc1	4	1	-2	-3.0	-6	0	1	13	5
Oc1ccc(Br)cc1-c1cc(-c2ccccc2Cl)[nH]n1	3	-2	-14	11	7	-8	12	-7	1
O=C(c1ccc(C(F)(F)F)cc1)C1CCCN(C(=O)Cn2cncn2)C1 (configuration not stated)	-2	1	-11	2.3	-8	16	9	-3	0
CC1CCCCC1NC(=O)CSCC(=O)O (configuration not stated)	-2	-1	14	3.9	-2	2	-5	-1	1
O=C(NCCN1CCCCC1)c1ccc(F)cc1Cl	-4	4	8	4.4	-7	-3	16	-3	0
COc1ccc(C2c3[nH]c4ccccc4c3C[C@H]3C(=O)N(c4ccccc4C(=O)N4CCC[C@@H]4C(=O)O)C(=O)N23)cc1 (some centres not stated)	0	-2	0	1.6	-2	6	2	1	1
CC(SCC(=O)Nc1ccccc1)c1nc2ccccc2c(=O)[nH]1 (configuration not stated)	-2	1	-4	-0.9	-16	5	-9	11	2
Cn1c(NCc2ccccc2)nc2cc(-c3cccc(C(F)(F)F)c3)sc2c1=O	4	·	·	·	-6	5	7	-6	0
COc1ccc(C2=Nn3c(nnc3-c3ccccn3)SC2)cc1OC	-2	-2	-6	1.1	1	6	8	-8	2
CC1(c2ccccc2)NC(=O)N(CC(=O)Nc2ccccc2C(=O)N2CCCCC2)C1=O (configuration not stated)	6	1	2	1.5	4	3	0	3	0
COc1ccccc1N(CC(=O)Nc1c(C)cccc1C)S(C)(=O)=O	2	-1	-3	1.5	-14	0	-3	4	0
O=C(O)CC1C(=O)OCN1C(=O)OCc1ccccc1 (configuration not stated)	3	3	-8	1.5	-6	-4	-7	2	-1
FC(F)Sc1ccc(NC(=S)NCc2ccccc2)cc1	2	-5	35	21	5	-8	27	-17	8
Cc1ccc(CN2CC(C(=O)Nc3cc(C)ccn3)CC2=O)cc1 (configuration not stated)	-2	2	-5	-0.3	-5	-4	2	-2	1
Cc1cc(C(=O)CCC(=O)NCC2COc3ccccc3O2)c(C)s1 (configuration not stated)	-1	-5	7	-1.4	-4	10	1	-2	2
COc1ccc(-c2nnc(NC(=O)c3ccc4c(c3)OCCO4)o2)cc1	-3	-3	25	-2.3	4	1	6	-2	0
Cc1ccc(S(=O)(=O)n2cc(CO)c3ccccc32)cc1	-17	·	-8	3.1	2	-1	4	-7	2
COC(=O)CCC(=O)NC(=S)Nc1ccc(S(=O)(=O)N2CCCC2)cc1	-3	1	3	-0.2	-3	-6	-6	5	1
Cc1noc(NS(=O)(=O)c2ccc(NS(=O)(=O)c3ccc(C(C)(C)C)cc3)cc2)c1C	-1	·	-4	-1.2	-5	6	3	-2	0
Continuation.
SMILES	M5 ag	IDE cell inh	CRFR2-BP antag	CRFBP-R2 agonist	CHRM4 antagonist	M4 PAM	M5 antag	CHRM5 PAM	CHRM4 agonist
COc1ccc(OC)c(/C=C2\SC(=S)N(N3CCOCC3)C2=O)c1	5	-4	15	-0.1	-15	-3	-15	16	1
O=C(NNC(=O)c1ccc[nH]1)Nc1cc(Cl)cc(Cl)c1	0	3	-10	0.8	7	-6	0	3	1
O=C(Nc1cccc(F)c1)C1CCN(C(=O)c2ccc(Cl)cc2)CC1	-2	-3	-17	-2.1	7	-16	6	-6	1
O=C(Oc1cccc([N+](=O)[O-])c1)c1ccc2c(=O)n3c(nc2c1)CCC3	3	-3	4	-0.3	6	-3	9	-10	4
CC1(Cc2ccccc2OC(F)(F)F)C(=O)Nc2ccc(-c3ccsc3)cc21 (configuration not stated)	-2	·	·	·	-4	2	-6	-2	-1
Cc1ccc(-c2csc(N/N=C/c3ccco3)n2)cc1	4	3	1	-1.1	-1	9	9	-7	0
NC(=S)Nc1ccc(C(F)(F)F)cc1Cl	-1	-1	-2	0.5	-1	4	3	-13	8
O=C(NCc1csc(-c2cccs2)n1)c1cccc(Cl)c1	0	2	-1	-0.2	-4	1	10	-4	6
C=CCC1(CC=C)CCCN1C(=O)CC1C(=O)NCCN1Cc1ccc(OC)c(OC)c1 (configuration not stated)	2	-4	-2	-0.8	5	-9	-1	4	1
NC(=N\N=Cc1ccccc1)/C(N)=N/N=Cc1ccccc1	2	·	14	-0.5	-3	-2	5	-2	2
COc1ccc(C(=O)c2sc(NC(C)C)nc2N)cc1OC	-1	9	6	-2.4	-12	0	-10	-2	1
CCCCN(C)CCNC(=O)CCn1nc(-c2ccc(Cl)cc2)ccc1=O	-6	5	11	-4.7	6	-1	6	1	-1
Cc1nnc(NC(=O)c2ccccc2-c2ccccc2C(=O)O)s1	-1	6	-8	-0.3	-1	-10	4	-11	1
O=C(CSc1nc2ncccc2[nH]1)NCc1ccccc1	2	-3	11	-0.8	3	11	-4	9	0
COC(=O)N(C)C[C@@H]1OCc2cnnn2CCCC(=O)N([C@@H](C)CO)C[C@@H]1C	0	·	-9	4.5	-7	5	1	-1	1
COc1ccccc1NC(=O)Cc1nnc(SCC(=O)NC2CCCCC2)n1C	-3	1	3	0.0	3	-3	15	-1	1
Cc1cccc(NC(=O)c2cccc(NC(=O)c3ccco3)c2)c1C	5	4	3	-0.9	5	-5	12	1	4
O=C(Cn1cc2c(n1)CCCC2)Nc1ccccc1Cl	-2	1	23	-3.0	9	-6	0	-2	0
COc1ccc(-c2csc(NC(=O)c3ccccc3C(=O)O)n2)cc1	-2	6	-3	1.2	8	-3	9	-2	-1
O=C1CCc2cc(S(=O)(=O)N3CCCC3C(=O)N3CCN(c4ccccc4)CC3)ccc2N1 (configuration not stated)	2	-1	-6	-1.7	-13	1	5	-9	9
CCOc1ccccc1NC(=O)Cn1nc(-c2ccco2)ccc1=O	-1	-19	-2	-1.4	-9	1	5	-1	2
O=C(O)c1ccc(-c2ccc(-c3ccccc3)cc2)s1	-1	4	·	·	-7	1	-1	2	0
COc1ccc(NS(=O)(=O)c2c(C)cc(C)cc2C)cc1	-11	-4	-2	-0.3	1	-5	5	26*	-1

As entered above.
M5 antag, COc1ccc(C(=O)c2sc(NC(C)C)nc2N)cc1OC reads -10
CHRM4 agonist, Cc1cccc(NC(=O)c2cccc(NC(=O)c3ccco3)c2)c1C reads 4

Screens as filed in PubChem BioAssay.
